Source: PubChem (several laboratories)
TbMetRS inhib: Trypanosoma brucei MetRS inhibition; 360,000 tested, 0.4% active; inhibition, % at 11.9 µM; purified T. brucei MetRS, ATP depletion, Kinase-Glo luminescence; AID 624268;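 active = inhibition above a per-plate cutoff of the control wells' mean inhibition plus 3 SD, cut at about 5.5% in these data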;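 also: 0% = DMSO wells median and 100% = median of wells with control inhibitor compound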
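Material: T. brucei methionyl-tRNA synthetase, purified; reagent: substrates ATP, L-methionine and bulk Escherichia coli tRNA; dosing: 11.9 µM single point; timing: 15 min plus 2 h at 25 °C; detection: luminescence of leftover ATP; evaluation: % inhibition; control set: DMSO-only wells as low control; replicates: singlicate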
eLon inh: inhibits E. coli Lon protease | P0A9M0 | 360,000 tested, 0.42% active | inhibition, % at 7.94 µM | purified E. coli Lon protease, fluorescence polarization; in the data active = inhibition above about 13%, passing the limit was not always enough;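 also: 0% = enzyme with probe and DMSO and 100% = no enzyme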
PABP1 MLLE inh: blocks PAM2 peptide binding to the PABP1 MLLE domain | inhibition, % at 20 µM | AID 588489 | GST-MLLE / FITC-PAM2 fluorescence polarization | P11940 | 360,000 tested, 0.36% active; in the data active = inhibition above about 35%, passing the limit was not always enough;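 also: plate controls were DMSO wells with GST-MLLE for no effect and wells lacking GST-MLLE protein for full effect; some results filed as inactive read as strong as hits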
Target sequence (P11940 whole entry, looked up, the tested form may be a part): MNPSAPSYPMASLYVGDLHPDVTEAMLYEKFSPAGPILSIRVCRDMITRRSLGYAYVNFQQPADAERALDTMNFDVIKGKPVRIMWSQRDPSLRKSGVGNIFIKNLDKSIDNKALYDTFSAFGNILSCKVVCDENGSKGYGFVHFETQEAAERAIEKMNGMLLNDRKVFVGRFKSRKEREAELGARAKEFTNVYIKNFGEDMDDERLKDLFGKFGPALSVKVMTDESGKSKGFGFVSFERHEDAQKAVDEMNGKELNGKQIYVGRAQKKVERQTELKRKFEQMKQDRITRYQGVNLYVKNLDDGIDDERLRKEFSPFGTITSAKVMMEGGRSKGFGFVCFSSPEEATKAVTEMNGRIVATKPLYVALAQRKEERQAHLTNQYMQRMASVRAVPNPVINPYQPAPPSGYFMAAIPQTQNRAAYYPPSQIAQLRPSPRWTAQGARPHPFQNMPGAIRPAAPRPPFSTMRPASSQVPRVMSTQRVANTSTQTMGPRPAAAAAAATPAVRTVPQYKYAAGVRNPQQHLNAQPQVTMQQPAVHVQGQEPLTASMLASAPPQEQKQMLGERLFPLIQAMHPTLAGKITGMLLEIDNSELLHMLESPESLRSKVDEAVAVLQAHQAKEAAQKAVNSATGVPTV
MsrA inh: bovine MsrA inhibition; purified bovine MsrA, absorbance read-out; inhibition, % at 15.5 µM; 360,000 tested, 0.75% active; AID 651718; in the data active = inhibition above about 4.5%;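 also: 0% = vehicle wells with enzyme and 100% = reference inhibitor wells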
MT1-MMP act inh: inhibitors of human MT1-MMP activation; HT1080 RFP-PRO-GFP cells, GFP/RFP ratio fluorescence, overnight; percent of plate control window, DMSO zero; 360,000 tested, 0.061% active; GFP/RFP ratio change, % at 20 µM; AID 651647;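 active = GFP/RFP ratio change of at least 30% with cell ATP level not reduced by more than half and red fluorescence within 50% of control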; also: strong numbers were not always called active
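Material – HT1080 RFP-PRO-GFP cells · Control set – DMSO wells and RFP-L50D-GFP cells · Incubation – overnight cell settling, then overnight compound exposure, 37 °C, 5% CO2 · Compound dosing – single-point 20 µM compound, 1% DMSO · Read-out – GFP/RFP fluorescence ratio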
NRP1-CendR mod: NRP-1/CendR interaction modulation; O14786; FAM-RPARPAR peptide binding to NRP-1, fluorescence polarization; inhibition, % at 25 µM; 360,000 tested, 0.85% active; AID 602438;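 active = inhibition or corrected inhibition above about 18%, plus a signal ratio from 0.5 to 1.5, limit read from the data, passing the limit was not always enough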; also: strong numbers were not always called active
FAS TE block: inhibitors of human fatty acid synthase thioesterase domain | P49327 | recombinant FAS-TE, OMFH fluorogenic substrate, fluorescence endpoint | inhibition, % at 15 µM | 360,000 tested, 0.67% active | AID 602261;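 active = compounds whose normalised, plate-corrected inhibition of enzyme fluorescence in the single-dose primary screen is 50% or more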;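 also: 0% = DMSO with enzyme and 100% = substrate without enzyme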
MsrA act: activators of bovine methionine sulfoxide reductase A. activation, % at 10.6 µM. AID 602163. 360,000 tested, 0.3% active. purified bovine MsrA, absorbance read-out; in the data active = activation above about 7.5%;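 also: 0% = vehicle and 100% = reference activator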
SKN-1 block: blocks SKN-1 activity in C. elegans. AID 624304. inhibition, % at 21.8 µM. 360,000 tested, 0.49% active. C. elegans VP596 Pgst-4::GFP/RFP ratio, acrylamide-induced, 24 h;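 active = interference check ratio from 0.5 to 1.5 plus GFP to RFP signal ratio inhibition reaching or exceeding a fixed threshold, cut at about 30% in these data, passing the limit was not always enough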; also: some compounds called inactive have numbers as strong as hits
Numbers without * were called inactive; . = not tested or not shown.

SMILES	TbMetRS inhib	eLon inh	PABP1 MLLE inh	MsrA inh	MT1-MMP act inh	NRP1-CendR mod	FAS TE block	MsrA act	SKN-1 block
Cc1cccc(C(=O)NC2CCN(C(=O)Nc3ccc(F)cc3)CC2)c1	0.4	-7	-44	-0.7	1	2	-3	-2	0
Cn1c(Cn2c(=O)sc3ccccc32)nnc1SCc1ccccn1	-0.3	-2	3	0.1	3	13	-6	4	-4
CC(C)C1C(=O)N(Cc2cn(CCC3OCCCO3)nn2)CCS(=O)(=O)N1Cc1ccc(-c2ccc(F)nc2)cc1 (stereo not given)	-1.0	0	5	0.9	3	-11	-2	-5	-2
COc1ccccc1C(=O)N1CC2(C)CC1CC(C)(C)C2 (stereo not given)	-0.4	-4	-3	-0.4	-1	3	-2	-1	20
CC(C)(Cc1ccccc1)NC(=O)C(=O)c1cn(CC(=O)N2CCOCC2)c2ccccc12	-0.4	2	0	1.2	2	-6	13	-8	10
Cc1ccccc1Nc1nnc(SCc2cc([N+](=O)[O-])cc3c2OCOC3)s1	-1.1	2	-22	.	-2	3	28	-9	6
COc1ccc([N+](=O)[O-])cc1NS(=O)(=O)Cc1ccccc1	1.1	-1	-4	-0.5	2	13	3	-4	-5
CCSc1nc(N2CCOCC2)c2c(c1C#N)CC(C)(C)N(C)C2	-0.7	-15	15	3.6	-3	10	-10	-7	-16
CCc1ccc(N(C(=O)c2csnn2)C(C(=O)NC(C)(C)CC)c2ccccn2)cc1 (stereo not given)	-0.8	1	-7	0.1	-1	-1	-6	-2	2
CCn1cc(C(=O)OCC(=O)N2C(C)CCCC2C)c(=O)c2ccc(C)nc21 (stereo not given)	-0.4	-13	3	3.0	3	-4	4	-4	-6
CC(C)C(=O)NC(NC(=S)Nc1ccc(S(N)(=O)=O)cc1)C(Cl)(Cl)Cl (stereo not given)	-0.2	0	28	-0.6	1	6	-6	3	-1
Fc1ccc(N=Cc2ccc[nH]2)cc1	0.5	-2	7	-0.7	1	7	-2	-2	-8

Next section; the last 2 above are carried over.
SMILES	TbMetRS inhib	eLon inh	PABP1 MLLE inh	MsrA inh	MT1-MMP act inh	NRP1-CendR mod	FAS TE block	MsrA act	SKN-1 block
CC(C)C(=O)NC(NC(=S)Nc1ccc(S(N)(=O)=O)cc1)C(Cl)(Cl)Cl (stereo not given)	-0.2	0	28	-0.6	1	6	-6	3	-1
Fc1ccc(N=Cc2ccc[nH]2)cc1	0.5	-2	7	-0.7	1	7	-2	-2	-8
Cc1cc(=O)oc2cc(OCC3CC(c4ccc(Cl)cc4)=NO3)ccc12 (stereo not given)	-0.8	-1	-4	-1.2	5	9	29	0	16
S=C(NCCN1CCOCC1)Nc1ccc(Cl)cc1Cl	-0.1	-2	30	0.8	1	15	-10	0	6
COc1ccc(/C(O)=C2/C(=O)C(=O)N(CCN3CCOCC3)C2c2ccc(C)cc2)cc1 (stereo not given)	-0.1	6	15	0.9	3	7	-4	-1	13
COc1ccc(C(=O)C(CCCCC(CN(C)C)C(=O)c2ccc(OC)cc2)CN(C)C)cc1 (stereo not given)	-0.8	-9	-7	0.8	-4	1	-4	0	-16
CC(OC(=O)CCCC(=O)Nc1ccc(F)cc1)C(=O)c1ccccc1 (stereo not given)	-0.3	-11	-1	1.5	4	3	0	4	26
CC(Sc1ncnc2ccccc12)C(=O)Nc1ccc2c(c1)OCO2 (stereo not given)	-0.5	-9	-4	-1.0	-4	0	-4	-6	14
CC(=O)c1ccc(N2CCN(S(=O)(=O)c3ccc4c(c3)NC(=O)CO4)CC2)cc1	-0.6	-7	0	1.1	1	-2	-2	-1	5
Cc1cc(C)c2c(CN3CC(C)OC(C)C3)cc(=O)oc2c1C (stereo not given)	0.3	-5	4	0.5	1	-1	-5	-2	-6
CCOc1ccc(C(=O)Nc2ccc(-c3nc4ccccc4[nH]3)cc2)cc1[N+](=O)[O-]	0.1	4	3	1.4	6	5	5	-2	-7
O=C(Nc1ccccc1C(=O)NCc1ccccc1)C1=CSCCO1	-0.3	5	0	0.2	1	8	5	-3	7
CC(C)CN=c1cc(-c2ccccc2)oc2ccc(Cl)cc12	0.1	-10	17	2.1	2	8	-1	0	10
CCOC(=O)CSc1nc2cc(C(F)(F)F)cnc2n1C	-0.3	11	-14	-0.9	0	0	2	-2	-10
CC(C)(C)n1nnnc1SCC(=O)Nc1nn(-c2ccccc2)nc1C(N)=O	-0.1	-18	10	2.6	2	2	-5	-1	-10
Cc1cccc(NS(=O)(=O)c2ccc3[nH]c(=O)[nH]c3c2)c1C	-0.2	1	-10	0.2	0	8	0	-2	5
Cc1cc(C)c(NC(=O)C2CCCCN2C)c(C)c1 (stereo not given)	-1.0	-1	0	-0.4	2	-2	-10	-3	15
COc1ccc2cc(N3CCCC3=O)ccc2c1	-0.2	-5	-7	0.0	3	9	-4	-4	41*
O=C(CCCN1C(=O)CCC1=O)Nc1ccc(Br)cc1F	-0.3	-5	-2	0.8	7	0	-6	-5	4
OCCC1CN(Cc2nc3c(s2)CCCC3)CCN1CCc1ccccc1 (stereo not given)	-0.5	-9	-10	0.0	-1	-1	-4	-5	3
COc1cc(C=O)ccc1OCCOCCOc1c(C)cc(Cl)cc1Cl	-0.5	0	-5	1.0	-3	3	29	-2	27
CC(C)c1nnc(NC(=O)CCC(=O)N2CCN(c3ccccc3F)CC2)s1	-0.2	-7	-2	0.5	1	8	2	-1	-3
CCc1nc(N2CCN(S(C)(=O)=O)CC2)c2c3c(sc2n1)CCCC3	-0.7	-9	-16	-0.5	-2	-7	5	-1	-2
COc1ccccc1C(C[N+](=O)[O-])c1c[nH]c2ccccc12 (stereo not given)	-0.9	1	-8	0.9	-1	0	22	-12	-2
O=C(N/N=C/c1cccc(O)c1)C(=O)N1CCCCCC1	0.9	-17	16	1.6	2	-3	-4	-1	8
COc1ccc(C(=O)N2CCC2(C)C(=O)NC(C)C)cc1OC (stereo not given)	-0.2	7	4	-0.2	-1	-7	-8	-2	9
CCN(CC)C(=O)OCc1c(-c2cccc(OC)c2)ncc2ccccc12	-0.4	11	-6	0.5	1	22	12	-1	-3
CC(C)Cc1cc(C(=O)N2CCCC(C(=O)c3cc(F)ccc3F)C2)no1 (stereo not given)	0.6	4	-11	2.8	0	2	8	-4	4
O=C(NCCc1ccccc1)c1ccc(Cl)nc1	-0.3	5	3	0.5	-3	0	-3	-2	-5
COc1cc(OC)c(C(=O)NCc2cccnc2)cc1OC	1.4	5	16	-0.2	0	-8	-5	-5	3
CCOCCCn1c(=NC(C)=O)c(C#N)cc2c(=O)n3ccccc3nc21	-0.7	-2	19	2.6	1	-1	6	-9	5
CCn1c(COc2cccc(OC)c2)nnc1SCC(=O)NC1CCCC1	-0.7	4	-11	-0.9	1	15	-1	-3	21
CN(Cc1ccco1)C(=O)Cn1c(=O)oc2cc(S(=O)(=O)NCc3ccccc3)ccc21	-0.3	-11	-9	-1.0	-2	2	-4	-1	-10
COc1cccc(-c2c(C(=O)N/N=C(\C)c3ccc(Cl)s3)nnn2-c2nonc2N)c1	-0.1	-14	-4	2.2	-2	8	5	-4	14
CC(=O)Nc1cc2c(cc1Br)-c1ccccc1C2	0.2	1	3	-0.6	-2	4	-8	-1	4
CC(=O)CCS(=O)(=O)c1ccc(C)c(C)c1	0.2	4	-10	-0.1	2	-6	-6	-3	15
CN(C(=S)NC(=O)c1ccc(F)cc1)C1CCCCC1	-0.7	-1	25	1.9	4	1	-1	-10	5
Cn1cc(Cl)c(C(=O)Nc2nc3ccc(Cl)cc3s2)n1	-0.6	-8	-6	2.8	3	-11	-1	-3	-1
Cc1cccc(N2CCN(C(=O)C3CCN(c4nnc(-n5cccc5)s4)CC3)CC2C)c1 (stereo not given)	-1.1	-7	-2	0.8	4	-14	3	-2	0
Cc1cccc(N2CC(C(=O)NCc3ccco3)CC2=O)c1C (stereo not given)	-0.4	-4	7	-0.5	-2	-13	-6	-3	-12
Cc1ccc(-c2ccc(CN3C(C)C(=O)N(Cc4cn(Cc5ccco5)nn4)CCS3(=O)=O)cc2)c(C)c1 (stereo not given)	-0.3	-26	-17	0.1	-2	-4	14	-2	14
Cc1noc(C)c1C(=O)OC(C)C(=O)c1c[nH]c2ccccc12 (stereo not given)	0.1	-20	-12	-0.5	7	-3	-3	-3	-2
Cn1cc(Br)c(C(=O)NC(=S)N2CCN(c3ccccn3)CC2)n1	-0.5	-6	-2	0.6	8	10	-4	-5	8
CCN(c1ccccc1)S(=O)(=O)c1ccc(Cl)nc1	-0.5	6	1	0.6	1	-4	3	-4	-4
CS(=O)(=O)N1CCN(C(=O)Cc2ccccc2Cl)CC1	-0.2	4	11	0.0	3	2	-5	-4	12
O=C(c1coc2ccccc2c1=O)N1CCN(c2cccc(C(F)(F)F)c2)CC1	0.0	-2	1	-0.3	-8	8	5	-1	-3
COc1ccc(/C=N/N2C(=O)CN(C(=O)c3ccccc3)C2c2ccc(OC)cc2)cc1 (stereo not given)	-0.1	1	-3	1.5	-3	1	26	2	-5

Eleven consecutive compounds already listed, quoted:
SMILES	TbMetRS inhib	eLon inh	PABP1 MLLE inh	MsrA inh	MT1-MMP act inh	NRP1-CendR mod	FAS TE block	MsrA act	SKN-1 block
COc1cccc(-c2c(C(=O)N/N=C(\C)c3ccc(Cl)s3)nnn2-c2nonc2N)c1	-0.1	-14	-4	2.2	-2	8	5	-4	14
CC(=O)Nc1cc2c(cc1Br)-c1ccccc1C2	0.2	1	3	-0.6	-2	4	-8	-1	4
CC(=O)CCS(=O)(=O)c1ccc(C)c(C)c1	0.2	4	-10	-0.1	2	-6	-6	-3	15
CN(C(=S)NC(=O)c1ccc(F)cc1)C1CCCCC1	-0.7	-1	25	1.9	4	1	-1	-10	5
Cn1cc(Cl)c(C(=O)Nc2nc3ccc(Cl)cc3s2)n1	-0.6	-8	-6	2.8	3	-11	-1	-3	-1
Cc1cccc(N2CCN(C(=O)C3CCN(c4nnc(-n5cccc5)s4)CC3)CC2C)c1 (stereo not given)	-1.1	-7	-2	0.8	4	-14	3	-2	0
Cc1cccc(N2CC(C(=O)NCc3ccco3)CC2=O)c1C (stereo not given)	-0.4	-4	7	-0.5	-2	-13	-6	-3	-12
Cc1ccc(-c2ccc(CN3C(C)C(=O)N(Cc4cn(Cc5ccco5)nn4)CCS3(=O)=O)cc2)c(C)c1 (stereo not given)	-0.3	-26	-17	0.1	-2	-4	14	-2	14
Cc1noc(C)c1C(=O)OC(C)C(=O)c1c[nH]c2ccccc12 (stereo not given)	0.1	-20	-12	-0.5	7	-3	-3	-3	-2
Cn1cc(Br)c(C(=O)NC(=S)N2CCN(c3ccccn3)CC2)n1	-0.5	-6	-2	0.6	8	10	-4	-5	8
CCN(c1ccccc1)S(=O)(=O)c1ccc(Cl)nc1	-0.5	6	1	0.6	1	-4	3	-4	-4
